GALK inh – blocks human galactokinase activity; P51570; 270,000 tested, 0.007% active; Purified GALK, Kinase-Glo residual ATP luminescence; Potency, µM (series often up to 57.5 µM), for inactives: top-dose activity change, negative = inhibition, most hits filed as inhibitors; AID 1868; also: potency is read from the fitted curve at half-maximal effect; % is scaled to controls: 0 for no effect and ±100 for the full control effect
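Compounds were pin-transferred into ATP buffer (35 uM final), then GALK plus galactose (5 nM, 100 uM final) was added. After 1 h at room temperature, Kinase-Glo Plus was added and luminescence read after 10 min.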
A-T KAP1 phos – potential ataxia-telangiectasia treatment; Potency, µM (titrated, usually from 57.5 µM), inactives show top-dose activation, usual class: activators; 320,000 tested, 0.19% active; […] A-T fibroblasts, KAP-1 phosphorylation AlphaLISA; neocarzinostatin DNA damage 30 min before lysis; also: potency is read from the fitted curve at half-maximal effect; % of control where 0% means no effect; nearly all actives have a fitted effect of over 45% in size
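hTERT-immortalized A-T patient fibroblasts ([…]), 500 cells/well in OPTI-MEM, 1% FBS, got compounds for 60 min, then NCS for 30 min at 37C. Lysates were then assayed for phospho-KAP-1 by AlphaLISA (anti-pKAP1 donor, anti-KAP1 acceptor beads), 6 hr at 25C.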
Integrin act MD – activates integrin-mediated alleviation for muscular dystrophy; alpha7betagal myoblasts, beta-gal FDG fluorescence, 48 h; Potency, µM (series often up to 38.3 µM), for inactives: at the top dose activation, actives largely listed as activators; 350,000 tested, 0.064% active;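 also: potency is read from the fitted curve at half-maximal effect; 100% = response of the positive control SU9516; nearly all actives have a fitted effect of over 60% in size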
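alpha7betagal+/- myoblasts (passage 13, 250/well) treated 48 h at 37C with compounds at 1:260 dilution of DMSO stock. Lysed, then beta-galactosidase activity read as FDG fluorescence (ex 480/em 540) after 30 min, with pre-read for autofluorescence.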
ASM inhibitor – inhibitors of human secretory acid sphingomyelinase; P17405; placental ASM, HMU-PC fluorogenic substrate, 60 min; Potency, µM (titrated, usually from 57.5 µM), inactives show top-dose activity change, negative = inhibition, actives largely listed as inhibitors; 340,000 tested, 0.006% active; AID 504937; also: potency is read from the fitted curve at half-maximal effect
Target sequence (P17405 47-631 limits assumed): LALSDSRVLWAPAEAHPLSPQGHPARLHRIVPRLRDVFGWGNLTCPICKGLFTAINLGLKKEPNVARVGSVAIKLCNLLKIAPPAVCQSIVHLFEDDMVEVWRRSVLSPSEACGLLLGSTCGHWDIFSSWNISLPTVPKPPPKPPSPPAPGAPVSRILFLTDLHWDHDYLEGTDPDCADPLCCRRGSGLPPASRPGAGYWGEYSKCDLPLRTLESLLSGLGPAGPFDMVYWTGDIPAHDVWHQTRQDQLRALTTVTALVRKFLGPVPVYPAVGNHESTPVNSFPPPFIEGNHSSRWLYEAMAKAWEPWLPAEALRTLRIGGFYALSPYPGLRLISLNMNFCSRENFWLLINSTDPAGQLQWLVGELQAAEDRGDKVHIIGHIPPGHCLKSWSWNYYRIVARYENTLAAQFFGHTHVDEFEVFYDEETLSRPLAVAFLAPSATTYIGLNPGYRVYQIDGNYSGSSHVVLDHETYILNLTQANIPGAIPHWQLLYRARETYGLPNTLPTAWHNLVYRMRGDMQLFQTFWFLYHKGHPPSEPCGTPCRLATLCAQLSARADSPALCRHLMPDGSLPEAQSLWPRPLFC
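Fluorogenic HMU-PC substrate (9 uM final) is turned over by placental ASM in 60 min at 37 C after a 10 min compound preincubation. Reaction ended by alkaline stop (pH 10), with fluorescence read at 386/447 nm.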
KCNH2 3.1 inh – inhibitors of human KCNH2 3.1 potassium channel isoform; activity change, % (tested at about 1.8 µM); 340,000 tested, 0.95% active; U2OS KCNH2 3.1, thallium flux FluxOr; stronger effect = lower value; AID 720553;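 active = maximum activity change below -70%; inconclusive = maximum activity change from -70% to -50%; inactive = maximum activity change above -50%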;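 also: thallium influx rate constant from kinetic fluorescence after stimulation buffer; % is scaled to controls: 0 for no effect and ±100 for the full control effect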
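Thallium flux via FluxOr fluorescence (Red40 quencher, 45 min loading) in U2OS cells virally expressing the KCNH2 3.1 isoform (1.77 x 10^8 /mL virus, overnight at 37 C). Rate constants from 2-min kinetic reads post-stimulation, normalised to positive and negative controls.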
CXXC DNA block – MLL CXXC-DNA interaction inhibition | AID 2662 | Q03164 | MLL-CXXC / FITC-HOXA9 DNA fluorescence polarization | 290,000 tested, 0.037% active | Potency, µM (titrated, usually from 115 µM), for inactives: at the highest dose activity change, negative = inhibition, hits mostly inhibitors; active = well fitted inhibition curve with a large enough effect in the polarisation, with a control signal flat, not every such curve was filed as active; inconclusive = small, poorly fitted or top-dose-only effect, or effect the other way, or a change in a side signal; inactive = no such curve, though single readings can be large or run the other way; the % refers to the polarisation; also: potency is read from the fitted curve at half-maximal effect
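Steps: dispense CXXC domain solution (7 uM) → pin compounds or unlabeled HOX-A9 DNA control → 5 min ambient → add FLSN-HOX-A9 solution (50 nM) → spin → 30 min ambient → fluorescence polarization. Tris pH 7.5/NaCl/DTT/BSA buffer.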
MBNL1-CUG inh – MBNL1-poly(CUG) RNA binding inhibition; Q9NR56; Potency, µM (top dose mostly 57.5 µM), for the others: at the highest dose activity change, negative = inhibition, hits mostly inhibitors; AID 2675; TR-FRET MBNL1-His/biotin-(CUG)12 binding, 665/545 ratio; 280,000 tested, 0.036% active; active = well fitted inhibition curve with a large enough effect in the signal ratio, with a control signal flat, not every such curve was filed as active; inconclusive = small, poorly fitted or top-dose-only effect, or effect the other way, or a change in a side signal; inactive = no such curve, though single readings can be large or run the other way; the % refers to the signal ratio; also: potency is read from the fitted curve at half-maximal effect; % is scaled to controls: 0 for no effect and ±100 for the full control effect
Target sequence (Q9NR56 whole entry, looked up): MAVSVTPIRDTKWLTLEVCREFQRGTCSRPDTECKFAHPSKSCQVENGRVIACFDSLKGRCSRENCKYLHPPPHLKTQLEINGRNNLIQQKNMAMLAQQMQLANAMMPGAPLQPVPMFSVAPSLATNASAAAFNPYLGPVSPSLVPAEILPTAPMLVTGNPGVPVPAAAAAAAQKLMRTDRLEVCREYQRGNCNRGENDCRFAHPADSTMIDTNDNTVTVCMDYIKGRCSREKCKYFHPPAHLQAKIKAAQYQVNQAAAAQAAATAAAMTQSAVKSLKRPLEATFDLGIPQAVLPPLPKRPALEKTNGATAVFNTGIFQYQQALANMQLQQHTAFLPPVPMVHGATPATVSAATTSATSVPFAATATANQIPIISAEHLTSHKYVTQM
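MBNL1-His + Biotin-(CUG)12, cpd titration 92 nM–58 uM; Tb anti-His Ab 0.055 ng/ul, SA-XL665 5 nM (final); 60 min RT; ratiometric 665/545 nm, Ex 340 nm; normalized to buffer and full-complex controls.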
hERG WT inh – blocks the wildtype human KCNH2 potassium channel. Q12809. U2OS, BacMam KCNH2, thallium flux FluxOr; stronger effect = lower value. activity change, % at 1.84 µM. 340,000 tested, 0.37% active;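 active = maximum activity change below -70%; inconclusive = maximum activity change between -70% and -50%; inactive = maximum activity change above -50%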; also: % is scaled to controls: 0 for no effect and ±100 for the full control effect
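U2OS cells transduced with wild-type KCNH2 virus are loaded with FluxOr dye for 45 min, and thallium flux is measured in kinetic reads before and after stimulation buffer. Rate constants are normalized to DMSO controls.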
TRPV1 agonist – activates the human vanilloid receptor TRPV1; Q8NER1; activation, % at 8.33 µM; 320,000 tested, 0.19% active; TRPV1-expressing cells, Fluo-8 calcium influx, agonist mode; in the data active = activation above about 80%; inconclusive = between about 30% and that limit; also: 0% is about no effect
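Fluo-8 calcium influx in TRPV1-expressing cells, kinetic read (ex 480/em 520 nm). Compound added and read 3 min for agonist activity, followed by capsaicin at EC20 final and 2 min further read for enhancement.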
Coupling enz – coupling enzyme interference in Giardia aldolase counter-screen; coupling enzyme system counterscreen, AmpLite Red fluorescence; activity change, negative = inhibition, % at 58.2 µM, hits read low; 290,000 tested, 0.67% active; AID 2472; in the data active = activity change below about -30%; also: % is scaled to controls: 0 for no effect and ±100 for the full control effect
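Final compound at 57.5 uM, incubated 10 min at RT with coupling enzyme reagent (glyceraldehyde-3-phosphate), then 20 min with substrate and AmpLite Red detection. Fluorescence read at 525/598 nm; tests interference with the coupling assay, not aldolase inhibition.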
An asterisk follows results filed as active; u = inconclusive; x = not tested or not shown; [ ] = another dose, or the depositor's remark. Unless noted, calls follow the shape of the dose curve; as a rule, active = well fitted curve in the direction sought with a large enough effect; inconclusive = small, poorly fitted or top-dose-only effect, or another doubt; inactive = no such curve, though single readings can be large; an effect the other way counts as inactive or inconclusive. An unsorted share of the library (roughly 2% active in at least one column).

The first 2 records, to show the layout:
SMILES	GALK inh	A-T KAP1 phos	Integrin act MD	ASM inhibitor	KCNH2 3.1 inh	CXXC DNA block	MBNL1-CUG inh	hERG WT inh	TRPV1 agonist	Coupling enz
C[N+](C)(C)C[C@H](O)CC(=O)[O-]	x	9.4%	7.6%	-2.1%	9.7	x	x	3.1	1.5	x
O=C(c1cccs1)N1CCN(S(=O)(=O)N2CCOCC2)CC1	1.4%	1.7%	2.3%	-0.5%	3.2	1.3%	6.4%	4.9	0.0	1.2

Main list (from the top)
SMILES	GALK inh	A-T KAP1 phos	Integrin act MD	ASM inhibitor	KCNH2 3.1 inh	CXXC DNA block	MBNL1-CUG inh	hERG WT inh	TRPV1 agonist	Coupling enz
C[N+](C)(C)C[C@H](O)CC(=O)[O-]	x	9.4%	7.6%	-2.1%	9.7	x	x	3.1	1.5	x
O=C(c1cccs1)N1CCN(S(=O)(=O)N2CCOCC2)CC1	1.4%	1.7%	2.3%	-0.5%	3.2	1.3%	6.4%	4.9	0.0	1.2
O=C(CN1C(=O)COc2ccc(Cl)cc21)N1CCc2ccccc21	0.0%	1.2%	17.3%	-0.4%	-6.8	39.9%[activator]	6.2%	5.9	-0.7	3.7
CC1CCN(C(=O)COC(=O)c2ccc(F)c(S(=O)(=O)N3CCOCC3)c2)CC1	-3.0%	0.0%	5.4%	-3.4%	5.8	25.0%	-8.5%	-4.5	u	x
O=C(Cc1cccs1)Nc1nc2c(s1)CCCC2	0.1%	7.3%	3.7%	-3.8%	-11.5	-8.7%	-1.3%	-1.4	5.6	-4.3
O=C(CSCc1ccccc1Br)N/N=C/c1ccccc1C(=O)O	-0.5%	0.5%	0.7%	3.4%	-11.7	0.6%	-1.9%	0.9	-1.2	7.5
O=C(NCCCNC(=O)c1ccco1)c1ccc(Cl)cc1	6.5%	4.0%	23.4%	-2.5%	6.9	2.2%	-9.4%	-8.3	-0.1	-0.5
Cc1ccc(S(=O)(=O)/N=C(/Nc2nc(C)cc(C)n2)N2CCOCC2)cc1	7.1%	9.0%	-12.1%	4.4%	-11.8	-9.8%	5.5%	-7.1	-0.6	1.3
CCOC(=O)C(C)(C)N(Cc1ccc(Cl)cc1)S(=O)(=O)c1ccc(Cl)c([N+](=O)[O-])c1	x	-13.0%	x	x	x	1.8%	14.4%	x	3.9	1.1
CC(=O)c1cccc(NC(=O)c2nc(-c3ccccc3)oc2C)c1	-1.6%	22.4%	-15.8%	-3.7%	-8.1	-3.7%	-5.2%	-2.6	u	0.7
Cc1oc(-c2ccccc2)cc1C(=O)NC(Cc1c[nH]c2ccccc12)C(=O)O (configuration not stated)	-0.2%	-2.4%	2.5%	-3.2%	-10.8	-7.5%	x	0.9	3.1	9.1
C=CCn1c(SCC(=O)NC23CC4CC(CC(C4)C2)C3)nc2cc(C(=O)O)ccc2c1=O	6.5%	4.3%	8.0%	1.3%	-4.6	-2.4%	-5.7%	-17.7	-2.8	3.4
O=c1c2cc(N3CCOCC3)ccc2[nH]c(=S)n1Cc1ccco1	1.4%	-0.2%	-25.2%	3.0%	-3.1	-4.6%	0.8%	21.4	-1.8	-28.2
O=C1NC[C@@H](c2ccccc2)OC(=O)[C@H](Cc2ccc(F)cc2)C/C=C\C[C@@H]1CC(=O)N(CCO)Cc1ccccc1	x	-5.1%	-26.6%	-10.5%	-20.9	x	x	18.8	x	x
COc1ccc(CCNC(=O)CSc2nc3[nH]ncc3c(=O)n2-c2ccccc2OC)cc1OC	11.2%	-8.4%	4.2%	5.6%	18.6	-12.3%	-5.0%	3.8	0.0	0.9
CCN(C(=O)CSc1ccc2ccccc2c1)C1CCS(=O)(=O)C1 (configuration not stated)	-1.9%	0.8%	-1.3%	1.0%	-7.7	2.0%	1.7%	24.7	-3.2	-0.2
CCOc1ccc2ccccc2c1CNCCc1ccc(S(N)(=O)=O)cc1	-2.5%	-11.1%	-41.9%	-1.4%	u	40.3%[activator]	-1.4%	38.0	5.6	0.6
CCc1nnc(NC(=O)C2CCC(CNc3c(N4CCC(C)CC4)c(=O)c3=O)CC2)s1 (configuration not stated)	x	-13.6%	-8.3%	-2.3%	-15.4	22.9%	-4.4%	3.4	4.8	-0.1
COc1cccc(C(=O)Nc2cc(C)c3c(=O)oc4ccccc4c3n2)c1	0.6%	40.5%	34.5%	-2.7%	3.3	16.4%	12.9%	4.3	-4.6	2.7
CCCNC(=O)Cn1c(=O)/c(=C\c2ccc(-c3ccc([N+](=O)[O-])cc3)o2)s/c1=C\C(=O)C(C)(C)C	-1.5%	3.3%	-104.2%[inhibitor]	-27.3%	-23.2	1.5%	x	-6.0	u	-5.5
NC(=O)c1ncc(C(F)(F)F)cc1Cl	-1.2%	0.4%	17.8%	4.5%	3.1	0.2%	-1.4%	25.8	0.8	0.8
CC12CNCC(C)(CN(C(c3ccccc3)c3ccccc3)C1)C2	-2.4%	8.8%	-66.0%[inhibitor]	5.7%	15.1	6.2%	-7.6%	-3.6	-3.5	1.8
CCCN1C(=O)C(Cc2nc3ccccc3c(=O)n2C)c2ccccc21 (configuration not stated)	0.0%	-2.5%	-40.9%	-1.0%	-1.3	-2.1%	27.5%	-7.2	6.6	x
O=C(COC(=O)CN=C1NS(=O)(=O)c2ccccc21)Nc1ccccc1OC(F)F	-2.2%	-1.0%	18.5%	4.2%	-7.4	-0.5%	x	-7.3	-0.2	2.4
COc1ccc(C2c3cc(OC)c(OC)cc3CCN2C(=O)c2ccccc2Br)cc1OC (configuration not stated)	7.5%	1.4%	-11.8%	-3.4%	-10.8	-7.8%	0.3%	-13.0	1.1	1.1
CC(C)N(CCCNC(=O)Cn1c(=O)c2cccn2c2ccc(F)cc21)Cc1ccccc1	6.6%	-7.2%	-7.1%	-0.7%	-1.3	0.2%	3.1%	4.9	-1.1	-2.4
CC(C)c1ccc(NC(=O)NC(C)c2ccc3c(c2)OCO3)cc1 (configuration not stated)	3.5%	7.7%	1.6%	-2.5%	8.0	u	9.6%	6.3	u	-6.9
CC(=O)Nc1nc2c(s1)C(=O)NCCC2	-2.7%	-1.3%	4.5%	5.9%	6.9	4.7%	-3.4%	2.6	-1.1	0.0
CCNC(=O)NC(=O)COC(=O)C1CSC2(C)CCC(=O)N12 (configuration not stated)	0.5%	5.6%	2.8%	0.2%	2.2	-1.0%	x	18.9	-0.9	0.7
O=C(CN1CCC(O)(c2ccccc2F)CC1)NCCc1c[nH]c2ccccc12	-0.4%	1.3%	-11.7%	3.5%	-6.4	16.0%	-4.7%	5.6	-0.4	1.5
O=C(NCc1ccccc1)c1ccc2nccnc2c1	1.3%	0.2%	3.0%	1.5%	4.0	1.0%	u	-7.5	-4.7	1.8
Cc1[nH]nc2c1C(c1ccccc1F)CC(=O)N2 (configuration not stated)	-0.1%	0.7%	16.8%	-0.8%	1.8	1.5%	-6.0%	-7.6	-1.1	-2.0
CCCc1nc2c(ccc3ccccc32)cc1CC	4.5%	u	3.8%	-2.9%	-6.8	-2.8%	-5.6%	-1.1	-1.5	0.7
Cc1ccc(NC(=O)N2CCCC2C(=O)NCC2CCCCC2)cc1 (configuration not stated)	-2.5%	-0.3%	-5.9%	-20.0%	2.9	-2.2%	-4.5%	-9.6	4.0	1.0
O=C1OC(CN2CCOCC2)CN1N=Cc1ccc([N+](=O)[O-])o1 (configuration not stated)	x	33.1%	x	-11.0%	1.9	x	x	-11.6	-3.5	x
COc1ccc(-c2nn(-c3ccccc3)cc2C=O)cc1[N+](=O)[O-]	-4.5%	1.9%	1.2%	6.6%	-3.4	4.8%	-5.3%	-1.2	5.3	-1.1
COc1cccc(CCNC(=O)c2cc(COc3c(F)cccc3F)on2)c1	1.4%	3.0%	0.0%	21.0%	-3.9	-2.4%	1.2%	6.1	18.8	0.4
CC1CCN(C(=O)COC(=O)c2ccc(=O)n(Cc3ccccc3)n2)CC1	x	-0.2%	-13.3%	1.1%	0.5	x	x	-5.5	16.1	x
O=C(Nc1cccnc1)c1ccc(Cl)c(S(=O)(=O)N2CCOCC2)c1	-1.7%	2.5%	-24.0%	1.6%	-1.6	9.8%	-4.3%	-4.5	27.4	-0.2
COc1cccc(S(=O)(=O)NCc2ccc(C(=O)NCc3ccco3)cc2)c1	2.2%	3.7%	8.5%	-0.7%	1.5	-12.0%	1.2%	-11.4	-0.9	-2.2
Cc1cc(NC(=O)C2CCCCC2C(=O)O)no1 (configuration not stated)	0.4%	4.4%	-16.9%	1.3%	1.4	-3.1%	-2.5%	-6.5	-3.4	2.7
CC1CCC2(CC1)NC(=O)N(CC(=O)Nc1cccnc1Cl)C2=O (configuration not stated)	x	-4.7%	5.9%	-0.4%	6.2	x	x	-4.2	2.1	x
